# D1 PAM = enhances dopamine response at the human D1 receptor. P21728. 360,000 compounds, 0.036% hits. potentiation, % at 10 µM. HEK293 TREx D1 cells, calcium flux, dopamine EC20 potentiation; in the data active = potentiation above about 30%; note: 0% is about no effect
# Target sequence (P21728 whole entry, looked up): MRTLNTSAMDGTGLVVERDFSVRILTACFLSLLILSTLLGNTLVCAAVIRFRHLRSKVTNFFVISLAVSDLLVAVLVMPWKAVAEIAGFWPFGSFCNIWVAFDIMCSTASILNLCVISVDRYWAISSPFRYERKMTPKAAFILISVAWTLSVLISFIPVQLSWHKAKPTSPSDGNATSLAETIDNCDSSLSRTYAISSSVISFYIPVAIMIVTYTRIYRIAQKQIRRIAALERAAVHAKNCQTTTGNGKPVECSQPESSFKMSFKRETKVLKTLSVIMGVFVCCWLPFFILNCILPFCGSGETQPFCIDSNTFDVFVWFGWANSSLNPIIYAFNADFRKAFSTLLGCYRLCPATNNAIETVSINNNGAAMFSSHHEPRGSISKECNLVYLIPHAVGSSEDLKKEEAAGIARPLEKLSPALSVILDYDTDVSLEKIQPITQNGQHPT
# TRHR ag = TRH receptor (human) agonism | AID 493084 | TRHR cells, calcium flux fluo-8, FDSS agonist mode | P34981 | activation, % at 2 µM | 360,000 compounds, 0.18% hits; note: 0% is about no effect
#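 Fluo-8-loaded TRHR cells; 10 s baseline, compound added, kinetic Ca2+ fluorescence read 1/s, agonist mode.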
# RXFP1 antagonist = RXFP1 (human) relaxin receptor antagonism | Q9HBX9 | 350,000 compounds, 0.59% hits | HEK293-RXFP1, relaxin-stimulated cAMP HTRF, 30 min; hits give low values | AID 1259400 | activity change, negative = inhibition, % at 57.5 µM;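 active = activity change of -60% or lower, but not beyond a set lower limit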; note: % is set by controls: 0 for no effect and ±100 for the full control effect
# D1 antag = blocks dopamine activation of the human D1 receptor | P21728 | 360,000 compounds, 3.2% hits | activity change, negative = inhibition, % at 10 µM | AID 504652 | HEK293 TREx D1 cells, calcium flux, dopamine EC80; hits give low values; in the data active = activity change below about -30%; note: % is set by controls: 0 for no effect and ±100 for the full control effect
#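 Calcium flux readout: force-coupled, inducible Hek293 Trex D1 line, cells induced overnight at 30 C with tetracycline, dye-loaded 30–90 min at RT. Antagonism scored against EC80 dopamine challenge given 180 s after compound.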
# TRHR enhancer = TRH receptor (human) allosteric enhancement; AID 493056; P34981; 360,000 compounds, 0.66% hits; TRHR cells, fluo-8 calcium fluorescence, EC20 TRH enhancement; enhancement, % at 2 µM; in the data active = enhancement above about 30%; note: 0% is about no effect
#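 TRHR-expressing cells loaded with fluo-8 calcium dye were read kinetically (ex 480/em 530) during compound addition, then stimulated with an EC20 of TRH (10 nM final). Enhancement of the Gq-mediated intracellular calcium response was scored.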
# D2 ag = agonists of human D2 dopamine receptor | activation, % at 2 µM | HEK293 T-REx D2 cells, calcium flux agonist mode | 340,000 compounds, 0.53% hits | AID 485358;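 active = activation over 3 SD above normal in the single-dose calcium agonist read, cut at about 30% in these data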; note: 0% is about no effect
# Target sequence (P14416 whole entry, looked up): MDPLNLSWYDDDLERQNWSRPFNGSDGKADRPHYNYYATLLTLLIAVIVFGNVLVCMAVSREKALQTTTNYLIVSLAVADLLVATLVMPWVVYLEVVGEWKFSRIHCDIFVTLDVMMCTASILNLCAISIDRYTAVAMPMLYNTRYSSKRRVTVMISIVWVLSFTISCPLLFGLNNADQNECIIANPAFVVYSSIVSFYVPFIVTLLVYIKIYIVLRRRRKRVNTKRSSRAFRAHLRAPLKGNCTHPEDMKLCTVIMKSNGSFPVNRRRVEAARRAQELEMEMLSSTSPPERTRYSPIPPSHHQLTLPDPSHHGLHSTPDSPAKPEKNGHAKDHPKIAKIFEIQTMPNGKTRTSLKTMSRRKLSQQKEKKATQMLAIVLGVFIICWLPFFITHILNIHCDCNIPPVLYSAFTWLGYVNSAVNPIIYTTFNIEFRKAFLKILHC
#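 Tetracycline-induced HEK293 T-REx cells with force-coupled D2 receptor, plated overnight at 30 C, loaded with no-wash calcium dye. After a 10 s baseline, compound was pin-added and calcium flux read kinetically for 180 s; calcium rises flagged agonists.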
# D1 ag = human D1 receptor agonism; 360,000 compounds, 1% hits; activation, % at 2 µM; P21728; AID 504660; HEK293 T-REx D1 cells, calcium flux, agonist mode; note: 0% is about no effect
#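 Tetracycline-induced HEK293 TREx D1 cells, force-coupled to calcium signalling, were dye-loaded with a no-wash calcium kit. Compound was pin-added after a 10 s baseline. Fluorescence was read kinetically at 1 cycle/s for 180 s, with calcium rises flagged as agonism.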
# D2 PAM = D2 dopamine receptor (human) potentiation. HEK293 T-REx D2, calcium flux, EC20 dopamine potentiation. potentiation, % at 10 µM. 340,000 compounds, 0.34% hits. AID 485347;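 active = potentiation over 3 SD above the plate norm, cut at about 30% in these data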; note: 0% is about no effect
#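 Potentiation of an EC20 dopamine calcium response is measured in a force-coupled, tetracycline-inducible Hek293 Trex D2 line. Compound-only kinetic reads over 180 s flag agonists before dopamine addition.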
# D2 antag = D2 dopamine receptor (human) antagonism. P14416. HEK293 TREx D2 cells, calcium flux, dopamine EC80. inhibition, % at 10 µM. 340,000 compounds, 2% hits. AID 485344; in the data active = inhibition above about 30%; note: 0% is about no effect
#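 Read-out: kinetic calcium fluorescence (1 cycle/s) in inducible HEK293 T-REx D2 cells after an EC80 dopamine addition that followed 180 s compound preincubation. Loss of the dopamine response indicates antagonism.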
# The depositor's hits bear a star; / = no result given; & = joins results of further samples. Cut-off read from the data, not from the text of the source, unless noted: active = activation above about 30%; inactive = the rest.
# Below each SMILES: D1 PAM, TRHR ag, RXFP1 antagonist, D1 antag, TRHR enhancer, D2 ag, D1 ag, D2 PAM, D2 antag
> Cc1cccc(C)c1NC(=O)CN(C)CC(=O)c1c(N)n(Cc2ccccc2)c(=O)n(C)c1=O
    /, 0.0, -1.4, 7.9, -1.6, 0.0, 2.6, -13.0, -6.7
> COC(=O)c1c(C(=O)OC)c(-c2cccc(Cl)c2)n2c1CS(=O)C2 (configuration not stated)
    -1.8, 0.1, -5.5, 6.5, -9.2, 1.6, 2.0, 9.6, 2.7
> C=CCCN(Cc1ccccc1)S(=O)(=O)c1cc(Br)ccc1Br
    -5.6, 0.8, /, -16.6, 2.8, 0.8, 13.8, -9.8, -12.1
> CCOC(=O)N1CCN(C(=O)CSc2ccc3nnc(CCNC(=O)c4ccccc4)n3n2)CC1
    -1.6, 0.2, -5.6, 2.9, -7.6, 0.1, 4.6, 5.4, 3.0
> S=C(Nc1ccc(Cl)cc1)c1nc2ccccc2[nH]1
    11.6, 0.1, -16.5, -4.2, 7.7, -0.9, 1.7, -3.8, -9.8
> CCOC(=O)C1(Cc2ccc(Cl)cc2)CCN(Cc2cnc(N)nc2)CC1
    -5.0, -1.8, -3.5, 2.4, 0.4, -0.4, -0.2, -10.7, -2.3
> CNC(=O)COC(=O)c1ccc(Cl)c(S(=O)(=O)N2CCCC2)c1
    -0.5, -0.5, 9.8, -0.1, -1.7, 0.6, 3.3, 0.7, -8.9
> CSc1nnc(C(C)c2ncc(C(F)(F)F)cc2Cl)n1C (configuration not stated)
    -2.2, -0.2, -25.1, -3.7, -2.7, -0.7, 1.6, -1.9, 6.3
> COc1ccccc1OCc1cc(C(=O)N2CCCC(OCc3cccnc3)C2)no1 (configuration not stated)
    -2.1, -0.7, 5.1, -36.3*, -5.7, -1.5, 4.6, -1.7, -6.6
> CCN(CC)CCNC(=O)c1cc(Nc2ccc(OC)c(OC)c2)nc2ccccc12
    1.1, -0.3, -11.9, -4.8, 11.0, -0.1, 2.9, 11.8, 43.0*
> O=C1CC(C(=O)Nc2ccc(Cl)cc2[N+](=O)[O-])C2(CCCCC2)O1 (configuration not stated)
    -0.6, 1.3, 15.1, -2.6, -0.6, -1.0, 14.3, -9.2, 5.5
> C/C(=C\C=C\c1ccccc1)C(=O)c1c(C)cc(C)[nH]c1=O
    -3.2, -0.4, -17.3, -7.9, 2.6, 0.8, 3.2, -3.3, 4.3
> Cc1ccc(C)c(NC(=O)c2cnn3ccccc23)c1
    -5.7, -0.2, /, 11.2, -4.3, 1.8, 0.2, -2.9, 15.8
> Cc1ccc(NC(=O)CSc2nnc(-c3ccco3)c(-c3ccco3)n2)cc1
    2.2, 0.0, -1.9, -8.6, -3.8, -1.0, -1.4, -1.4, -5.5
> COc1ccc(S(=O)(=O)N2CCN(C)CC2)cc1NC(=O)c1ccccc1F
    13.0, -0.7, 3.7, -3.0, -4.7, 0.0, 0.1, -11.4, -4.7
> CC(=O)Nc1ccc(NC(=O)c2cc[n+]([O-])cc2)cc1
    /, 1.2, -6.1, 9.6, 3.1, 1.3, 8.8, 3.4, -3.1
> Cc1c(Cl)c([N+](=O)[O-])nn1CCCC(=O)NC(C)c1ccccc1 (configuration not stated)
    -1.9, 0.1, -3.9, 5.7, -8.3, -1.0, 2.4, -1.1, -18.1
> CN(C)C(=O)CN1CCN(C(=O)CCl)CC1
    0.1, 0.0, -3.2, 6.3, -0.3, -0.3, 1.2, /, -0.6
> CCn1nc(C)c(NC(=O)c2ccc(Cl)cc2)c1C
    13.2, 1.0, -0.8, 15.7, -1.8, /, 1.5, /, /
> CCN(C1CCCCC1)S(=O)(=O)CCNC(=O)c1ccc2c(c1)OCO2
    -2.8, -0.1, -9.8, 8.2, 5.8, 1.1, 4.2, -5.4, -0.3
> COc1ccc(Br)cc1CN1CCSCC1
    -0.5, -0.4, -24.4, -1.1, 2.2, 1.0, -4.4, -0.4, -0.4
> CCOC(=O)c1c(C)[nH]c(C)c1C(=O)COC(=O)/C=C/c1cccc(Cl)c1
    -3.0, 0.0, /, -0.7, 7.6, -0.8, 3.2, -6.6, 7.6
> COC(=O)COc1ccc(S(=O)(=O)N2CCOCC2)cc1C
    1.2, 1.4, -12.5, 1.2, -4.8, 0.2, 2.5, /, -0.4
> CC(C)NC(=O)c1cc2cc(Br)ccc2oc1=O
    -2.9, -1.6, 5.8, 1.4, -1.6, 0.7, 2.0, 4.3, -5.4
> COc1ccc(NS(=O)(=O)c2cccc(C(=O)N3CCCC(C)C3)c2)cc1 (configuration not stated)
    -5.6, 0.3, 2.7, 2.5, 4.5, 0.6, 18.2, 9.4, 0.3
> O=C(c1ccc(Cl)cc1)N1C2C=CC(C2)C1(C(F)(F)F)C(F)(F)F (configuration not stated)
    -4.2, -1.6, 16.3, 6.6, -2.4, -1.1, 3.1, 1.8, 12.8
> Cc1oc2nc(SCC(=O)N3CCCCC3)nc(N)c2c1C
    -10.8, 0.0, -8.1, -1.6, 3.8, 0.5, 1.5, -1.4, -0.4
> CCOCc1nnc(NS(C)(=O)=O)s1
    2.0, 0.1, 24.9, -1.1, -3.2, 0.3, 2.5, -3.5, -7.6
> CCCCN1C(=O)c2ccc(C(=O)Nc3ccc(S(=O)(=O)N(C)C)cc3)cc2C1=O
    2.1, 0.3, -1.5, 5.6, 6.7, -0.4, 7.6, 11.4, -4.4
> C=CC[N+]1(CC(=O)NCc2ccc(NC(C)=O)cc2)CCOCC1
    1.8, 0.1, 12.8, 4.3, -2.8, 1.0, 2.8, -7.9, -3.7
> COCCn1c(SCC(=O)Nc2ccc(Cl)cn2)nnc1-c1ccncc1
    0.2, 0.0, -12.5, -8.4, 5.1, -0.4, 1.7, -2.6, 5.6
> Cn1c(Cn2c(=O)sc3ccccc32)nnc1SCc1cccnc1
    /, 0.3, /, 2.8, -1.8, 0.3, 1.8, -2.6, 16.0
> COc1ccc2c(COC(=O)CCS(=O)(=O)c3ccccc3)cc(=O)oc2c1
    1.2, 0.5, /, -13.5, -3.8, 1.9, 4.9, -3.3, -7.7
> CC(C)(C)c1cc(NCCCn2ccnc2)n2ncc(-c3ccccc3)c2n1
    -4.1, 0.5, -29.6, 13.4, 4.4, 2.0, 2.2, 11.1, 9.1
> CN(CC1CCCN(CCc2cccc(C(F)(F)F)c2)C1)C(=O)c1cc2ccccc2o1 (configuration not stated)
    -7.0, 1.9, -32.2, -25.1, -2.6, 0.1, 3.4, -22.4, -6.0
> OC(COc1ccccc1)CN1CCCC1 (configuration not stated)
    1.6, 0.4, 9.2, -1.7, 1.9, 0.3, 2.3, -6.0, -6.4
> CCCOc1ccc(C(=O)CCN2CCN(C(=O)OCC)CC2)cc1
    -6.1, 4.6, -9.1, -4.3, 1.4, 1.1, 0.9, /, -11.7
> CCSc1nc(N)c2c3c(sc2n1)CN(C)CC3
    -4.2, 0.6, /, 3.2, 9.4, 0.9, 1.7, 7.6, -7.7
> CCCC(=O)Nc1nnc(CCN2CCCCC2)s1
    -6.7, 0.7, 1.4, -3.1, -8.4, 0.1, 1.5, -11.2, 0.5
> O=C(Nc1cc(Cl)ccc1O)C1CC(c2c(F)cccc2Cl)=NO1 (configuration not stated)
    -3.6, 2.5, 6.7, -15.2, -10.8, -1.7, 0.7, 5.7, -4.4
> CC(OC(=O)c1cccc(-n2cnnn2)c1)c1nc2ccccc2c(=O)[nH]1 (configuration not stated)
    6.8, 0.2, -2.5, -1.0, 12.3, /, 1.7, 12.9, /
> S=c1[nH]nc(C2CCCCC2)n1/N=C/C=C/c1ccccc1
    -0.4, 0.4, -20.0, 10.7, 1.3, 0.8, 2.4, 5.9, -12.3
> CCOC(=O)c1nc(Nc2ccc(C(=O)OC)cc2)c2ccccc2n1
    -2.0, -0.8, -3.4&-1.9, -6.4, 9.7, -2.3, -2.5, 6.8, /
> COc1ccc(NC(=O)CN(C)S(=O)(=O)c2ccc3c(c2)CC(C)N3C(C)=O)c(OC)c1 (configuration not stated)
    2.8, 0.6, -1.5, 1.8, 3.1, 0.0, -0.8, 8.2, -2.5
> CC1CCCN(C2(O)C(=O)Nc3ccc([N+](=O)[O-])cc32)C1 (configuration not stated)
    2.4, 0.9, 3.4, -22.3, 0.2, -0.4, 0.8, 2.7, 10.7
> CCc1ccc2[nH]c(=O)c(CN(CCN(CC)CC)C(=O)Nc3ccccc3OC)cc2c1
    -3.2, 1.1, 2.1, 19.6, 5.1, 0.0, 3.0, -5.8, -9.0
> C=CCNC(=O)c1ccccc1NS(=O)(=O)c1ccc(SC)cc1
    -4.0, -0.2, 4.0, 6.7, 5.7, 0.4, 2.2, -3.9, -18.8
> CC(=O)N/C(N)=N/c1nc(=O)c2ccccc2s1
    -2.0, 0.1, -5.0, 3.3, -4.7, 0.2, 1.7, -8.0, -3.5
> COC(=O)c1ccc(CSc2nnc(CNC(=O)c3cccs3)o2)o1
    4.1, 0.1, -14.0, 32.2, 0.3, 0.2, -1.6, 2.1, -9.6
> Cc1nc2cc(NC(=O)CSc3nc4c(C)cccc4cc3C#N)ccc2s1
    -2.4, 2.6, -4.2, 3.5, -3.4, /, 3.4, -4.0, /
> Cc1c(Cl)cccc1NC(=O)NCc1ccccn1
    -2.6, 0.0, 2.3, -5.8, -2.6, 0.1, 1.1, -7.4, 15.5
> Cc1cc(N2CCC(C)CC2)nc(-n2nc(C)cc2C)n1
    -0.9, -1.9, 0.9, 10.4, 0.0, -4.1, 0.3, -0.2, 20.8

# Copied from the entries so far for reference:
# Below each SMILES: D1 PAM, TRHR ag, RXFP1 antagonist, D1 antag, TRHR enhancer, D2 ag, D1 ag, D2 PAM, D2 antag
> CCOC(=O)c1nc(Nc2ccc(C(=O)OC)cc2)c2ccccc2n1
    -2.0, -0.8, -3.4&-1.9, -6.4, 9.7, -2.3, -2.5, 6.8, /
> COc1ccc(NC(=O)CN(C)S(=O)(=O)c2ccc3c(c2)CC(C)N3C(C)=O)c(OC)c1 (configuration not stated)
    2.8, 0.6, -1.5, 1.8, 3.1, 0.0, -0.8, 8.2, -2.5
> CC1CCCN(C2(O)C(=O)Nc3ccc([N+](=O)[O-])cc32)C1 (configuration not stated)
    2.4, 0.9, 3.4, -22.3, 0.2, -0.4, 0.8, 2.7, 10.7
> CCc1ccc2[nH]c(=O)c(CN(CCN(CC)CC)C(=O)Nc3ccccc3OC)cc2c1
    -3.2, 1.1, 2.1, 19.6, 5.1, 0.0, 3.0, -5.8, -9.0
> C=CCNC(=O)c1ccccc1NS(=O)(=O)c1ccc(SC)cc1
    -4.0, -0.2, 4.0, 6.7, 5.7, 0.4, 2.2, -3.9, -18.8
> CC(=O)N/C(N)=N/c1nc(=O)c2ccccc2s1
    -2.0, 0.1, -5.0, 3.3, -4.7, 0.2, 1.7, -8.0, -3.5
> COC(=O)c1ccc(CSc2nnc(CNC(=O)c3cccs3)o2)o1
    4.1, 0.1, -14.0, 32.2, 0.3, 0.2, -1.6, 2.1, -9.6
> Cc1nc2cc(NC(=O)CSc3nc4c(C)cccc4cc3C#N)ccc2s1
    -2.4, 2.6, -4.2, 3.5, -3.4, /, 3.4, -4.0, /
> Cc1c(Cl)cccc1NC(=O)NCc1ccccn1
    -2.6, 0.0, 2.3, -5.8, -2.6, 0.1, 1.1, -7.4, 15.5
> Cc1cc(N2CCC(C)CC2)nc(-n2nc(C)cc2C)n1
    -0.9, -1.9, 0.9, 10.4, 0.0, -4.1, 0.3, -0.2, 20.8
